All columns: NCI-60 one-dose screen, growth in % after 48 h at 10 µM unless noted; 100 = growth as untreated, 0 = no growth, -100 = all killed.
HL-60(TB): HL-60(TB) leukemia cells | 78,000 tested, 9% active | AID 1794776; active = growth percent below 10
Starred values were filed as active, the others as inactive; & = joins results of further samples; [ ] = dose if it differs, or a comment. This is a subset (hit frequency here may not be typical).

compound	HL-60(TB)
CCCCCCCCCCCCSC1=C(Cl)C(=O)C(OC)=C(OC)C1=O	-46*
N#Cc1c(-c2ccc(F)cc2)nc(SCc2ccc(F)cc2)[nH]c1=O	79
CC(C)=NNc1nc2ccccc2s1	92
C#C[C@]1(O)CC[C@H]2[C@@H]3CC=C4c5sc(-c6ccc(Br)cc6)nc5CC[C@]4(C)[C@H]3CC[C@@]21C	103
CCOC(=O)N1CN(C(=O)OCC)CN(C(=O)OCC)C1	73
COc1ccc(/C=C(\c2cc(OC)c(OC)c(OC)c2)c2nnc(-c3ccccc3)o2)cc1	76
O=C(O)c1ccccc1CO	94
COc1ccc(-c2nc3ccc(-c4nnc(SCC(=O)Nc5ccc(Cl)cc5)o4)cc3[nH]2)cc1	107
O=C1CCCC(=O)C1C(=O)c1ccc(C(F)(F)F)cc1[N+](=O)[O-]	102
O=C(OCCOCCO)c1ccccc1-c1c2cc(I)c(=O)c(I)c-2oc2c(I)c(O)c(I)cc12	156
Cc1ccc(NC(=S)Nc2nccnc2OCc2ccccc2Cl)cc1	97
CCOC(=O)c1cnnn1-c1cc(=O)[nH]c2ccccc12	100
CCCCCCN(CCCCCC)c1ccc(/C=C2/SC(=O)N(c3nc(N4CCCC4)nc(N4CCCC4)n3)C2=O)c(C)c1	20
O=C(O)CCC(=O)c1ccc2ccccc2c1	115
CCCCCC1(C)NCCO1 (stereo unspecified)	93
CCCCCC(C)c1ccc(O)c(C)c1 (stereo unspecified)	91
CC(=O)C1CC2c3ccccc3C1c1ccccc12 (stereo unspecified)	105
CN1CCN(c2cc(-c3ccncc3)c(-c3ccc4ccccc4c3)nn2)CC1	93
COc1ccccc1C(=O)Nc1cccc(NC(=O)c2ccoc2C)c1	-18*
O=C(NOC(=O)c1ccccc1)c1ccccc1	87
NS(=O)(=O)c1ccc(C(=O)NN2C(=O)C3CC=CCC3C2=O)cc1 (stereo unspecified)	113
CN(C)c1ccc(-c2c(C#N)c(N)n3nc(N)c(C#N)c3c2C#N)cc1	96
Nc1nc(-c2ccncc2)nn1-c1nc2ccccc2s1	100
Cc1cc(O)c(C2=NN(c3ccc(S(N)(=O)=O)cc3)C(/C=C/c3ccccc3)C2)cc1Cl (stereo unspecified)	90
COc1cc(/C=C/C(=O)c2ccc(Cl)cc2)ccc1OS(=O)(=O)c1ccc(C)cc1	75
COc1cccc(-c2nc3occn3c2-c2ccnc(S(C)(=O)=O)n2)c1	72
COc1cc(/C=C2\C(=O)Nc3c(Cl)ccc(Cl)c32)cc(OC)c1OC	98
C/C(=C\c1ccccc1)C(=O)c1ccccc1	95&89
CC1=CC(C)(C)NC(=S)N1c1ccc(N(C)C)cc1	94
COc1ccc(N=Nc2c(N)nn3c(-c4ccc(OC)c(OC)c4)c4c(N)c(C#N)c(N)nc4nc23)cc1	87
OCC(O)COc1ccc(Cl)cc1Cl (stereo unspecified)	103
COc1cccc(Cn2cc(C(=O)Nc3cccnc3Nc3ccc(OC)cc3OC)nn2)c1	93
CCCCCCCCCC(=O)N(CCCC)CCCC	103
O=C1NC(=O)/C(=C\c2cccc([N+](=O)[O-])c2)N1	104
S=P(c1ccccc1)(N1CC1)N1CC1	87
Cc1cnc(C2OCCO2)c2cccc([N+](=O)[O-])c12	91
O=C(/C(=N/Nc1ccc([N+](=O)[O-])cc1)c1ccccc1)c1ccccc1	92
CC(=O)Oc1ccccc1C(=O)Nc1ccc(C(=O)/C=C/c2ccco2)cc1	93
COc1c2occc2c(OC)c2c(=O)c(-c3cc(-c4ccc(F)cc4)c(C#N)c(N)n3)c(C)oc12	55
N[C@H](C[C@@H]1CC(Br)=NO1)C(=O)O	100
Brc1ccc2c(-c3cncn3CCc3ccccc3)c[nH]c2c1	91
CC12CC(=O)C3C(CCC4CC(O)CCC43C)C1CCC/C2=C/CO (stereo unspecified)	105
Fc1ccc2c(c1)COc1c-2c(C(F)(F)F)nn1-c1ccccc1	79
O=C(CN1C(=O)S/C(=C\c2ccccc2)C1=O)Nc1ncc(Cc2ccccc2Cl)s1	95
O=C(CI)Nc1ccc2oc(=O)c(C(=O)O)cc2c1	102
CN(C)C1C(=O)c2ccccc2C1=O	95
Cc1cc(C)c(O)c(N)c1	94
O=C(NCc1ccco1)C1CCN(S(=O)(=O)c2ccc(Br)cc2)CC1	89
CCOC(=O)CSc1nc2ccccc2c(=O)n1CCc1ccc(S(N)(=O)=O)cc1	88
CCCCNC(=O)c1[nH]cc(-c2ccccc2)c1-c1cc(OC)c2c(c1OC)OCO2	89

Next part:
compound	HL-60(TB)
CC1=CSC2=NCCN12	97
Cc1cccc(C)c1Nc1nnc(-c2c[nH]c3ccccc23)o1	97
NC(=O)C1CCN(C(=O)C(=O)c2c(-c3ccccc3)cc3ccccn23)CC1	93
CC(=O)Nc1cc(C(C)C)c(I)cc1C	94
CCOC(=O)C1CCCCN1c1ccc(N2C[C@H](CNC(=O)c3ccc(Cl)s3)OC2=O)cc1 (stereo partly specified)	93
CCSc1nc2ccccc2o1	97
Cc1cc(=O)oc2cc(O)cc(O)c12	109
CCN(CC)c1ccc(/C=N/Nc2nc(-c3ccc(Br)cc3)cs2)c(O)c1	36
O=C1CCC23OC(C(O)c4ccccc4N12)C1C(Br)=NOC13 (stereo unspecified)	96
CCOC(=O)/C=C\c1ccc(OC)cc1	97
COc1ccc(-c2cc(Cc3cccs3)c(=O)n(CN3CCN(C)CC3)n2)cc1	100
CC1=C(Cl)C(P2(=O)Oc3ccccc3-c3ccccc32)CP(=O)(c2ccccc2)C1 (stereo unspecified)	101
CC(=O)OC1CC2C=CC1C2 (stereo unspecified)	59
CCCOC(=O)c1ccco1	100
C/C=C/c1ccc(OC(C)=O)c(OC)c1	76
CCOC(=O)c1ccccc1C(=O)c1ccccc1	88
O=c1sc2cc(Nc3ncnc4c3cnn4-c3ccccc3)ccc2n1Cc1ccc(Cl)cc1	67
C=C1C(=O)O[C@H]2[C@H]1CC/C(COC(=O)NCc1ccc(Cn3c(=O)sn(CCCI)c3=O)cc1)=C\CC[C@@]1(C)O[C@@H]21	-9.4*
CCCc1cc(=O)n2c(C(=O)Nc3cccc(Cl)c3)c(C(=O)Nc3ccc(F)cc3)sc2n1	113[30 µM]
ClCc1cc2c(cc1Cl)OCO2	105
Fc1ccc(N(c2nc(Cl)nc(Cl)n2)c2nc(Cl)nc(Cl)n2)cc1	87
NC(N)=NS(=O)(=O)c1ccc(N=Nc2c(N)nn(-c3ccc([N+](=O)[O-])cc3[N+](=O)[O-])c2N)cc1	97
O=[N+]([O-])c1ccc(/C=N/n2cnnc2)cc1	101
Cc1[nH]c(C(=O)Nc2ccc3nc(OCCN4CCOCC4)ccc3c2)c(Cl)c1Cl	98
COc1ccc(Cl)c([N+](=O)[O-])c1	99
O=C(/C=C/c1ccco1)c1ccc(Cl)cc1	88
CN1CCN(C(=O)[C@@]2(C)CC[C@]3(C)CC[C@]4(C)C(=CC[C@@H]5[C@@]6(C)C/C(=C/c7cccnc7)C(=O)C(C)(C)[C@@H]6CC[C@]54C)[C@@H]3C2)CC1	45
COc1ccc(/C=N\NC(=O)c2ccc3nc(-c4ccc(Br)cc4)[nH]c3c2)cc1	84
O=C(CSc1nnc(-c2ccc(-c3nc4ccc(Cl)cc4[nH]3)cc2)o1)Nc1ccccc1	42
N#Cc1c(-c2ccco2)nc(SCC(=O)Nc2cccc(Cl)c2)[nH]c1=O	112
c1ccc(C2=Nc3ccccc3SC2)cc1	107
Cn1c2ccccc2c2c3c(c4c5cc(F)ccc5oc4c21)C(=O)NC3=O	111
O=C(Nc1cccc(-n2cc(-c3ccncc3)c(-c3ccc(Cl)c(O)c3)n2)c1)Nc1cc(C(F)(F)F)cc(C(F)(F)F)c1	-18*
CCOC(=O)Cc1nc(N)n(C(=S)Nc2ccc(Cl)cc2)n1	103
COC(=O)CCn1c(-c2ccc(-n3cc(-c4ccc(O[C@H]5O[C@@H]6OC7(C)CC[C@H]8[C@H](C)CC[C@@H]([C@H]5C)[C@@]68OO7)cc4)nn3)cc2)nc2ccccc21	-3.7*
O=c1[nH]n(C(=S)N/N=C/c2ccc([N+](=O)[O-])cc2)c(=O)c2ccccc12	98
Cc1nn(-c2ccc(Cl)cc2)c(C)c1N=Nc1ccc(Br)cc1	79
O=C(CCN1C(=O)/C(=C/c2ccc(Cl)cc2)SC1=S)NCCCN1CCOCC1	99
Nn1c(CCl)nc2c(cnn2-c2ccccc2)c1=O	99
CCOC(=O)CCCn1c(-c2ccccc2)cc(-c2ccccc2)c(C#N)c1=O	78

Of the compounds above, these have an NH in an aromatic ring:
compound	HL-60(TB)
N#Cc1c(-c2ccc(F)cc2)nc(SCc2ccc(F)cc2)[nH]c1=O	79
COc1ccc(-c2nc3ccc(-c4nnc(SCC(=O)Nc5ccc(Cl)cc5)o4)cc3[nH]2)cc1	107
CCOC(=O)c1cnnn1-c1cc(=O)[nH]c2ccccc12	100
Brc1ccc2c(-c3cncn3CCc3ccccc3)c[nH]c2c1	91
CCCCNC(=O)c1[nH]cc(-c2ccccc2)c1-c1cc(OC)c2c(c1OC)OCO2	89
Cc1cccc(C)c1Nc1nnc(-c2c[nH]c3ccccc23)o1	97
Cc1[nH]c(C(=O)Nc2ccc3nc(OCCN4CCOCC4)ccc3c2)c(Cl)c1Cl	98
COc1ccc(/C=N\NC(=O)c2ccc3nc(-c4ccc(Br)cc4)[nH]c3c2)cc1	84
O=C(CSc1nnc(-c2ccc(-c3nc4ccc(Cl)cc4[nH]3)cc2)o1)Nc1ccccc1	42
N#Cc1c(-c2ccco2)nc(SCC(=O)Nc2cccc(Cl)c2)[nH]c1=O	112
O=c1[nH]n(C(=S)N/N=C/c2ccc([N+](=O)[O-])cc2)c(=O)c2ccccc12	98

Other compounds.
compound	HL-60(TB)
c1ccc(P(OCCCCOP(c2ccccc2)c2ccccc2)c2ccccc2)cc1	85
Cc1nn(-c2nc3ccccc3[nH]2)c2c1C(c1ccc(OCc3ccc(F)cc3)cc1)CC(=O)N2 (stereo unspecified)	76
C[C@@H]1CCCCCCCCC[C@H](O)C(=O)C[C@@H](SC[C@@H](O)C(=O)O)C(=O)O1	87
O=C(NCCc1ccc(O)c(O)c1)c1ccccc1Nc1ccnc(C(F)(F)F)c1	102
CCN(CC)CCOc1ccc2c(-c3ccccc3)c(-c3ccc(OC)cc3)c(=O)oc2c1	49
COc1ccc(CC(Cc2ccc(OC)c(OC)c2)NC=O)cc1OC	93
COC(=O)/C=C1/S/C(=N\N=C\c2ccc(OCC(F)(F)F)cc2)N(c2ccccc2)C1=O	101
O=C1COCCN1c1ccc(N2C(=O)C(Cl)C2c2cn(Cc3ccccc3)c3ccccc23)cc1 (stereo unspecified)	90
Cc1cc(C(c2ccccc2)c2ccccc2)ccc1NS(=O)(=O)c1ccccc1	78
COC1=C(NC(C)(C)C)C(=O)C(OC)=C(NC(C)(C)C)C1=O	85
C[C@](N)(Cc1ccc(O)c(O)c1)C(=O)O	88
COc1ccc(Oc2nc(Nc3ccc(N4CCOCC4)cc3)ncc2N=Cc2cc(OC)cc(OC)c2)cc1	82
Cc1cccc2cc(-c3cc4ccccc4[nH]3)c(=O)oc12	103
O=C1c2c(O)ccc(O)c2C(=O)c2c(O)c(O)cc(O)c21	108
Cc1ncc(C(O)c2ccc(N(C)C)cc2)n1Cc1ccccc1 (stereo unspecified)	108
O=C(O)C1CCN(c2ncc(-c3ccc4c(c3)OCCCO4)s2)CC1	75
O=C(O)c1cccc2c(=O)c3ccccc3oc12	105
CCCCCCN=C(N)CCCCCCCCCCC(N)=NCCCCCC	55
COc1ccc(C2=NN(c3ccc(S(N)(=O)=O)cc3)C(c3ccc(Cl)cc3)C2)c(O)c1 (stereo unspecified)	30
CC(C)OC(=O)COc1ccc(Cl)cc1Cl	78
CCc1ccc(/C=C2\N=C(C)N(CCc3ccc(S(N)(=O)=O)cc3)C2=O)cc1	94
CCOC(=O)c1cc(OCC)c(OCC)c(OCC)c1N	110
COc1ccc(-c2nn(-c3cccc(Cl)c3)cc2C2CC(c3ccccc3)=NN2)cc1 (stereo unspecified)	95
CCCCOC(=O)c1ccc(C)cc1	107
CNc1nc(SCc2ccc(Cl)cc2Cl)ncc1C	105
CCCCNC(c1ccc2c(c1)OCO2)C(O)c1ccc2c(c1)OCO2 (stereo unspecified)	100
N#CCc1ccc(N(CCO)CCO)cc1	86
O=C1NC(=O)C(=Cc2ccc(OCCCCC3CCCCC3)c(Cl)c2)C(=O)N1	93
NC(=O)NN=C1CCCC1	91
Cc1cc(O)c(C2=NN(c3ccc(S(N)(=O)=O)cc3)C(c3ccc(Cl)cc3)C2)c(C)c1Cl (stereo unspecified)	18
CCOC(=O)C1=C(C)N=C2SC=C(c3ccc(Cl)cc3)N2[C@H]1c1cn(-c2ccccc2)nc1-c1ccc(F)cc1	98
O=C1c2ccccc2C(=O)c2c1cccc2N1CCOCC1	82
COc1ccc(/C=C/C(=O)c2ccc(NC(=O)CSc3nnc(-c4ccc(OC)c(OC)c4)n3-c3ccccc3)cc2)cc1	55
O=C1OC2CC13Cc1ccccc1C3(C(=O)O)CC2I (stereo unspecified)	95
COc1ccc(N2C(=O)C(OC)C2c2ccc(F)cc2)cc1 (stereo unspecified)	92
CCOC(=O)/C=C(/C)c1c(C)[nH]c2ccccc12	90
C=CCN1C(=O)c2cccc3c(-c4ccc(-c5nc6c7ccccc7c7ccccc7c6[nH]5)cc4)ccc(c23)C1=O	102
Cc1c2ccccc2c(C)c2c1cc(Br)c1ccccc12	99
Cc1cccc(C/C=C/C(=O)c2ccc3c(c2)Nc2ccccc2S3)c1	92
CNC(=O)OCc1nc(SC)n(C)c1COC(=O)NC	102
CN(C)c1ccc(/C=N/Nc2nc(N/N=C/c3ccc(N(C)C)cc3)nc(N3CCCCC3)n2)cc1	-38*
CCOC(=O)CSc1ncnc2c1c(-c1ccccc1)cn2-c1ccc(C)cc1	100
